# Screening results as filed in PubChem BioAssay.
# miR122 inh = miR-122 inhibition in Huh7 cells; AID 602342; hit rate 0.3% among 340,000; activation (reporter increase), % at 12.5 µM; Huh7 miR-122 Renilla luciferase sensor, 48 h; neutral wells = 0, positive control = 100;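 active means mean replicate activation score at least 90 and every replicate individually at or above 90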;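 further: higher luciferase means less miR-122 activity so hits act as miR-122 inhibitors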
# FN deposition inh = fibronectin deposition inhibition; AH1F fibroblasts, Alexa488-fibronectin deposition fluorescence, overnight; inhibition, % at 12.6 µM; hit rate 0.086% among 350,000; AID 743247;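 active means mean inhibition across replicates of 30% or more, regardless of how many single replicates reach that level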;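 further: positive control wells lacked labelled fibronectin entirely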
#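 Measured by – fluorescence 485/525 nm · System – AH1F fibroblast monolayer, labelled fibronectin deposition · Amount – 10000 cells per well · Buffer or medium – serum-reduced DMEM (2% serum) · Doses – single dose, pinned · Also added – fluorescent fibronectin at 24 nM final · Schedule – 1 h cell attachment, overnight exposure to compound and label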
# PAX8 inh HTS = inhibitors of PAX8 transcriptional activity in RMG-I cells; RMG-I TPO-luciferase reporter, SteadyGlo, 24 h; inhibition, % at 12.6 µM; hit rate 1.2% among 360,000; AID 652154;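 active means mean replicate inhibition at least 60% with every replicate also reaching 60%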;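 further: luciferase light reporting Pax8 driven TPO promoter activity; plate controls were median of neutral control wells for no effect and mitoxantrone controls for full effect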
# EWS-Fli block = inhibitors of EWS/Fli oncoprotein transcriptional activity. A673 NR0B1-luciferase reporter, viability-normalised. inhibition, % at 12.6 µM. hit rate 0.67% among 350,000. AID 651661;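 active means mean inhibition of at least 50% after viability correction, with every replicate also passing that limit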;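 further: firefly luciferase signal divided by Alamar Blue viability fluorescence both relative to DMSO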
# Cneo AK release = causes C. neoformans cell lysis; adenylate kinase release luminescence, 4 h; normalised: neutral wells 0, clomiphene wells 100; lysis activity, % at 15 µM; hit rate 0.2% among 360,000; AID 651654;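 active means mean lysis activity across replicates of at least 80%, whatever share of replicates individually reach that level; inactive means mean lysis activity below 80%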
#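 Material – Cryptococcus neoformans yeast cells · Quantity – 5 × 10^6 yeast cells/mL · Buffer or medium – YPD medium · Compound – single dose · Timing – 4 h static compound exposure, 37 °C, read 1 h post-reagent · Signal – adenylate kinase release luminescence · Read-out basis – lysis from increased AK signal · Benchmarks – Clomiphene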
# LGR2 inh = inhibitors of bursicon-induced Drosophila LGR2 receptor cAMP signaling | HEK293 LGR2, CRE-luciferase, bursicon-stimulated, 4 h | inhibition, % at 9.99 µM | hit rate 0.35% among 380,000;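 active means drop in luminescence signal, shown as inhibition above about 50% in the replicate tests, limit read from the data, passing the limit was not always enough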;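 further: agonist challenge used bursicon conditioned medium at about half maximal strength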
# Casp6 inh = inhibitors of human caspase-6 | purified caspase-6, Z-VEID-R110 cleavage fluorescence | AID 686996 | hit rate 0.53% among 350,000 | inhibition, % at 12.5 µM | P55212;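 active means mean inhibition across replicates at least about 35%, with every replicate also reaching that limit, limit read from the data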;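 further: 0% = median of neutral control wells and 100% = no fluorescence left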
# Target sequence (P55212 24-179 limits assumed): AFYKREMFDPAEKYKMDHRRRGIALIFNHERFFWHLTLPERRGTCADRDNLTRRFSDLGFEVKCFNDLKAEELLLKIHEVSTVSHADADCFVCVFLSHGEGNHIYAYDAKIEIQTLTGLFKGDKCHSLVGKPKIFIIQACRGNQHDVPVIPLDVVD
# Target sequence (P55212 194-293 limits assumed): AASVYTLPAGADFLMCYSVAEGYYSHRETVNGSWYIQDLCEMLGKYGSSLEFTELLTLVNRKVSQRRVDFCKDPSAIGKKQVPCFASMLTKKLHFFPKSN
# PGC1a acetyl inh = lowers PGC1a acetylation signal in U2OS cells. hit rate 0.17% among 350,000. inhibition, % at 15.6 µM. AlphaScreen anti-acetyl-lysine; with virally co-expressed GCN5 acetyltransferase;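 active means every replicate shows inhibition of at least 40%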;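 further: 0% = neutral control wells and 100% = positive control wells; some results beyond the cut were filed as inactive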
# An asterisk follows results filed as active; nt = not tested or not shown; [ ] = another dose, or the depositor's remark.
compound	miR122 inh	FN deposition inh	PAX8 inh HTS	EWS-Fli block	Cneo AK release	LGR2 inh	Casp6 inh	PGC1a acetyl inh
Cc1ccc(S(=O)(=O)N2C[C@H](O)COC[C@H]3O[C@@H](CC(=O)N4CCc5ccccc5C4)CC[C@@H]32)cc1	3[16.7 µM]	1	17	-5	-1	-3	-1	-4
COc1ccc(CCC(=O)Nc2ccc(N3CCOCC3)c(S(=O)(=O)Nc3ccc(OC)cc3)c2)cc1	61	1	9	3	0	-8	-3	-12
COc1ccc(CNC(=O)c2ccc(S(=O)(=O)N3CC(C)CC(C)C3)cc2)cc1OC (stereo unspecified)	nt	-2	22	8	2	3	1	nt
CCc1ccc2oc(C(=O)NCCc3ccc(S(N)(=O)=O)cc3)cc(=O)c2c1	6	5	-11	0	-1	1	7	-3
CCCNC(=O)C1(C)CCCN(C(=O)c2ccc(OC)cc2OC)C1 (stereo unspecified)	nt	8	-20	-4	0	-14	1	nt
Cc1ccc(CN2CCN(CC(=O)NCCCN3CCN(c4ccc(F)cc4)CC3)C2=O)cc1	-5	5	nt	nt	1	-11	nt	11
CCCCCC(=O)N1CC2(CC)CN(C(=O)CCCCC)CC(CC)(C1)C2=O	5	-1	-19	10	-2	-6	-1	-2
COc1ccc(NC(=O)Cc2c(Sc3ccccc3)c3ccccc3n2C)cc1	8	6	10	6	-2	10	-3	-22
Cc1ccc(S(=O)(=O)CC(=O)Nc2ccccn2)cc1	-5	3	-10	-5	0	6	3	-4
CCN(CC)C(=O)C1=C(C)N(Cc2ccc(F)cc2)C(=O)C(CC(=O)NCCN2CCOCC2)C1 (stereo unspecified)	-3	-17	-3	5	1	-18	-4	nt
COc1ccc(CCNC(=O)c2cc3c(=O)n4cccc(C)c4nc3n(Cc3ccco3)c2=N)cc1OC	-12	3	13	nt	1	-13	0	-4
Cc1noc(C)c1S(=O)(=O)N(C)C[C@H]1OCCCC[C@@H](C)Oc2ccc(NS(=O)(=O)c3ccc(F)cc3)cc2C(=O)N([C@@H](C)CO)C[C@H]1C	-13[16.7 µM]	-1	32	9	-5	7	nt	-6
Cc1ccc(Nc2c([N+](=O)[O-])ccc3c2=NC2(CCCCC2)N=3)cc1	1	-4	nt	nt	3	nt	nt	17
CCOc1ccc(-c2[nH]ncc2Oc2ccccc2OCC)c(O)c1	4	nt	nt	nt	-3	-8	nt	-16
CCOC(=O)N1CCN(C(=O)C(C)SCc2ccccc2)CC1 (stereo unspecified)	-2	nt	nt	7	1	15	-1	-9
Cc1cc(C)n2nc(C(=O)N3CCOCC3)nc2n1	1	-8	17	nt	0	nt	nt	-43
CCc1nnc(NC(=O)c2ccc(S(C)(=O)=O)cc2)s1	5	-2	-48	-25	-1	-17	1	-9
C/C(=N\NC(=O)c1nnn(-c2nonc2N)c1CN(C)c1ccccc1)c1ccccc1O	nt	2	21	5	0	10	-1	nt
CN1CCN(CC(O)COCCOc2ccc(Br)cc2)CC1 (stereo unspecified)	0	1	-1	nt	2	-10	nt	4
O=C(Nc1ccc(-c2cnco2)cc1)c1ccc(F)cc1F	nt	-5	-108	-104	nt	-52	2	-1
COc1ccc(N2CCN(C(=O)COC(=O)c3ccc(-n4nc(C)cc4C)cc3)CC2)cc1	nt	2	-3	-6	2	-5	1	-13
CC(C(=O)Nc1ccc(C(N)=O)cc1)N1C(=O)c2ccccc2S1(=O)=O (stereo unspecified)	nt	1	-17	-1	nt	-6	-1	nt
O=C(O)CC(C(=O)O)C(c1ccccc1)c1ccccc1 (stereo unspecified)	4	4	9	15	1	-17	5	19
Cc1ccc(S(=O)(=O)Nc2cccc3c2O[C@H](CN(C)S(=O)(=O)c2ccc(F)cc2)[C@@H](C)CN([C@H](C)CO)C3=O)cc1	2[16.7 µM]	nt	0	-5	2	-1	nt	-6
Nc1nc(=S)c2[nH]cnc2[nH]1	-7	-10	94*	61*	-1	-16	-1	3
O=C(NCC(=O)N(CC1CCCO1)C(C(=O)NC1CCCCC1)c1cccnc1)c1cccs1 (stereo unspecified)	nt	6	12	2	1	21	-3	nt
COc1ccccc1C(CNC(=O)c1cc(S(=O)(=O)N2CCOCC2)ccc1C)N1CCCC1 (stereo unspecified)	-9	0	-18	-6	4	-12	-1	0
C[C@@H]1CN([C@@H](C)CO)C(=O)c2cccc(NC(=O)C3CCOCC3)c2O[C@H]1CN(C)Cc1ccc(-c2ccccc2)cc1	-6[16.7 µM]	nt	3	10	-1	4	2	11
COc1ccc(NC(=O)Nc2cccc(C)n2)c(OC)c1	-4	-3	-103	-55	5	-13	0	-16
CCn1c(CSc2nnc(-c3ccncc3)n2CCOC)nc2cc(C(=O)O)ccc21	-2	1	8	4	15	0	2	16
COCC(=O)Nc1ccc2c(c1)C(=O)N(C)[C@H]1CC[C@@H](CC(=O)Nc3ccccc3)O[C@H]1CO2	6[16.7 µM]	-30	12	7	-3	3	3	1
COc1ccc(C(C#N)c2ccc(=O)[nH]n2)cc1 (stereo unspecified)	nt	12	-1	-2	nt	19	1	nt
CCC(=O)Nc1sc2c(c1C(=O)N(C)C)CCCCC2	-14	nt	nt	nt	-1	-18	1	-5
CCNC(=O)C[C@H]1CC[C@@H]2[C@@H](COc3ccc(NC(=O)c4ccc5c(c4)OCO5)cc3C(=O)N2C)O1	-3[16.7 µM]	-2	-17	-10	-1	-2	0	-10
Cc1ccn2c(=S)[nH]nc2c1	-2	6	-17	8	2	10	37*	13
Cc1cccc(-c2ccc([C@H]3[C@@H](CO)N4CCCCN(Cc5cccnc5)C[C@@H]34)cc2)c1	4[16.7 µM]	nt	-17	nt	4	12	-16	-5
O=C(CNCc1ccc(F)cc1)Nc1cc(S(=O)(=O)N2CCOCC2)ccc1Cl	10	2	3	22	3	9	3	5
O=C(COC(=O)Cn1cnc2ccccc2c1=O)NNC(=O)c1ccc(Br)cc1	-2	2	11	1	5	12	0	8
Cc1cc(C)n2nc(SCC(=O)c3ccc[nH]3)nc2n1	1	14	nt	nt	2	nt	nt	10
CC(=O)Nc1sc(N/N=C/c2ccccc2F)nc1-c1ccc(C)cc1	nt	1	1	-34	nt	-36	0	nt
CCOC(=O)c1cc2c(=O)[nH]ccc2nc1C(F)(F)F	nt	1	-8	6	nt	-5	-1	nt
c1ccc(-c2cn(-c3ccccc3)c3ncnc(NCCCN4CCOCC4)c23)cc1	nt	nt	18	2	nt	6	3	nt
NS(=O)(=O)c1c(Sc2ccccc2C(=O)O)ccc2ccccc12	5	4	-21	-4	4	-55	7	12
CCCCCN(C(=O)CCC(=O)OCc1ccccc1Cl)c1c(N)n(CCCC)c(=O)[nH]c1=O	8	-4	13	-5	1	-2	0	nt
Cc1ccc(NC(=O)C(OC(=O)c2cc(C)oc2C)c2ccccc2)cc1 (stereo unspecified)	-2	-1	-8	-10	0	-8	-4	-11

# Part of the list above with just FN deposition inh:
Structure	FN deposition inh
COc1ccc(C(C#N)c2ccc(=O)[nH]n2)cc1 (stereo unspecified)	12
Cc1ccn2c(=S)[nH]nc2c1	6

# (further entries)
compound	miR122 inh	FN deposition inh	PAX8 inh HTS	EWS-Fli block	Cneo AK release	LGR2 inh	Casp6 inh	PGC1a acetyl inh
CC(C)(C)CN1CCNC(=O)C1CC(=O)NC1Cc2ccccc2C1 (stereo unspecified)	nt	9	17	12	nt	-11	-2	nt
CCCCNC(=O)c1onc(CSc2ccccn2)c1C(=O)NCCCC	-3	-1	14	22	-1	0	nt	-9
COc1ccc(S(=O)(=O)Nc2cccc3c2O[C@H](CN(C)C(=O)Nc2ccccc2)[C@H](C)CN([C@H](C)CO)C3=O)cc1	5[16.7 µM]	nt	-14	4	-6	3	0	1
O=C(C[C@H]1CC[C@H]2[C@@H](COC[C@@H](O)CN2Cc2ccc(Oc3ccccc3)cc2)O1)N1CCN(c2ccccc2)CC1	-11[16.7 µM]	-5	53	20	-2	12	3	-16
CCOC(=O)Cc1c[nH]c(=S)[nH]c1=O	nt	10	6	4	nt	-20	1	nt
Cc1c(N=C2SCC(=O)N2c2c(C)n(C)n(-c3ccccc3)c2=O)c(=O)n(-c2ccccc2)n1C	-5	1	nt	nt	0	-16	nt	-4
CCN(C(=O)c1c(-c2ccccc2Cl)noc1C)C1CCCCC1	2	-4	-8	8	5	5	-5	nt
CCN1[C@@H]2c3ccc(-c4ccccc4OC)c(=O)n3C[C@@H]2[C@@H](CO)[C@@H]1C(=O)Nc1nccs1	-6[16.7 µM]	nt	nt	1	-3	-12	0	nt
O=C(Nc1ccc2ccccc2c1)c1ccc(Cl)cc1	4	-2	-63	-19	-1	-17	-1	-6
CCCCNC(=O)c1nc(-c2ccccc2)oc1-c1ccc(Cl)cc1	nt	4	-54	-16	nt	-41	-3	nt
COc1ccc([N+](=O)[O-])c(OC)c1C(=O)Nc1ccc(F)cc1F	nt	-6	26	-2	nt	-3	0	nt
CN(C)C(=O)c1ccc(-c2ccc([C@H]3[C@@H](CO)N4CCCCN(C(=O)C5CCCC5)C[C@@H]34)cc2)cc1	-30[16.7 µM]	nt	5	44	1	nt	3	3
OC[C@@H]1[C@@H](c2ccc(-c3ccccc3)cc2)[C@@H]2CN(Cc3cncnc3)CCCCN12	4[16.7 µM]	nt	5	-6	0	6	-12	0
Cc1c(NC(=S)NC(=O)C(c2ccccc2)c2ccccc2)cccc1C(=O)O	-9	-5	-18	nt	0	nt	nt	-18
C[C@@H]1CCCCO[C@@H](CN(C)CC2CCCCC2)[C@@H](C)CN([C@H](C)CO)C(=O)c2cc(NS(C)(=O)=O)ccc2O1	8[16.7 µM]	-1	-5	2	2	-8	0	10
COc1ccc(CCNC(=O)CCCN2C(=O)c3ccccc3C2=O)cc1OC	-3	7	nt	nt	1	nt	nt	0
CCN(C(=O)CSc1nnc(-c2ccncc2)n1Cc1ccccc1)C1CCS(=O)(=O)C1 (stereo unspecified)	6	2	-2	-7	-1	27	1	0
CC(=O)N(C)C[C@@H]1Oc2ncc(C#Cc3ccc(F)cc3)cc2C(=O)N([C@@H](C)CO)C[C@@H]1C	10[16.7 µM]	7	3	-18	-5	-7	3	13
Cc1cc(C)n(CC(C)O)c(=O)c1C#N (stereo unspecified)	-3	nt	nt	4	0	-6	0	5
O=C(Nc1ccc2c(c1)[C@H]1C[C@H](CC(=O)N3CCc4ccccc4C3)O[C@@H](CO)[C@H]1O2)c1ccc2c(c1)OCO2	5[16.7 µM]	-10	10	1	2	17	-2	7
COc1ccc(NC(=O)Nc2ccc3c(c2)C(=O)N([C@H](C)CO)C[C@@H](C)[C@H](CN(C)S(C)(=O)=O)O3)cc1	-4[16.7 µM]	-5	nt	-7	-1	5	-1	0
COc1cc(CNCc2cc(OC)c(OC)c(OC)c2)cc(OC)c1	11	-1	-5	1	1	-5	-4	nt
COc1ccc(CC(C)Nc2cccc(SC)c2)cc1 (stereo unspecified)	-5	-3	-3	-5	-2	3	5	3
Cn1c(N)c(C(=O)CSc2n[nH]c(N)n2)c(=O)n(C)c1=O	nt	-2	-3	-1	nt	0	6	nt
C[C@H]1NC(=O)[C@@]2(C)[C@H](c3ccccc3)[C@H]3COc4ccccc4[C@@H]3N2C1=O	-3	-8	-4	-2	4	7	-2	nt
